Screening data deposited in PubChem by National Center for Advancing Translational Sciences (NCATS).
PI5P4Ka inh: qHTS for Inhibitors of phosphatidylinositol 5-phosphate 4-kinase (PI5P4K); hit rate 1.2% among 330,000; AID 652105, 2013; max response, %; PI5P4Kalpha enzyme, ADP-Glo luminescence, 60 min; active compounds read low; Phosphatidylinositol 5-phosphate 4-kinase type-2 alpha (Homo sapiens), P48426; active means max response of -50% or lower; inconclusive means between -30% and -50%; inactive means -30% or higher; further: value at the top dose of about 77 µM; on the % scale 0 is the no-effect control and ±100 the full control effect
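Enzyme plus substrate dispensed, test compounds pinned in, then ATP (5 microM final) added. After 60 min at RT, ADP-Glo reagent 1 for 45 min and reagent 2 for 30 min preceded luminescence imaging.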
WRN helicase inh: qHTS for Inhibitors of WRN Helicase | Bifunctional 3'-5' exonuclease/ATP-dependent helicase WRN (Homo sapiens), Q14191 | WRN helicase unwinding, fluorescent forked duplex, kinetic | Potency, µM (doses to about 114 µM), inactives show at the top dose activity change, negative = inhibition, usual class: inhibitors | hit rate 0.46% among 360,000 | AID 651768, 2012; further: potency means the concentration at half of the fitted maximal effect; on the % scale 0 is the no-effect control and ±100 the full control effect; nearly all actives have a fitted effect of over 55% in size
Target sequence (Q14191 whole entry, looked up): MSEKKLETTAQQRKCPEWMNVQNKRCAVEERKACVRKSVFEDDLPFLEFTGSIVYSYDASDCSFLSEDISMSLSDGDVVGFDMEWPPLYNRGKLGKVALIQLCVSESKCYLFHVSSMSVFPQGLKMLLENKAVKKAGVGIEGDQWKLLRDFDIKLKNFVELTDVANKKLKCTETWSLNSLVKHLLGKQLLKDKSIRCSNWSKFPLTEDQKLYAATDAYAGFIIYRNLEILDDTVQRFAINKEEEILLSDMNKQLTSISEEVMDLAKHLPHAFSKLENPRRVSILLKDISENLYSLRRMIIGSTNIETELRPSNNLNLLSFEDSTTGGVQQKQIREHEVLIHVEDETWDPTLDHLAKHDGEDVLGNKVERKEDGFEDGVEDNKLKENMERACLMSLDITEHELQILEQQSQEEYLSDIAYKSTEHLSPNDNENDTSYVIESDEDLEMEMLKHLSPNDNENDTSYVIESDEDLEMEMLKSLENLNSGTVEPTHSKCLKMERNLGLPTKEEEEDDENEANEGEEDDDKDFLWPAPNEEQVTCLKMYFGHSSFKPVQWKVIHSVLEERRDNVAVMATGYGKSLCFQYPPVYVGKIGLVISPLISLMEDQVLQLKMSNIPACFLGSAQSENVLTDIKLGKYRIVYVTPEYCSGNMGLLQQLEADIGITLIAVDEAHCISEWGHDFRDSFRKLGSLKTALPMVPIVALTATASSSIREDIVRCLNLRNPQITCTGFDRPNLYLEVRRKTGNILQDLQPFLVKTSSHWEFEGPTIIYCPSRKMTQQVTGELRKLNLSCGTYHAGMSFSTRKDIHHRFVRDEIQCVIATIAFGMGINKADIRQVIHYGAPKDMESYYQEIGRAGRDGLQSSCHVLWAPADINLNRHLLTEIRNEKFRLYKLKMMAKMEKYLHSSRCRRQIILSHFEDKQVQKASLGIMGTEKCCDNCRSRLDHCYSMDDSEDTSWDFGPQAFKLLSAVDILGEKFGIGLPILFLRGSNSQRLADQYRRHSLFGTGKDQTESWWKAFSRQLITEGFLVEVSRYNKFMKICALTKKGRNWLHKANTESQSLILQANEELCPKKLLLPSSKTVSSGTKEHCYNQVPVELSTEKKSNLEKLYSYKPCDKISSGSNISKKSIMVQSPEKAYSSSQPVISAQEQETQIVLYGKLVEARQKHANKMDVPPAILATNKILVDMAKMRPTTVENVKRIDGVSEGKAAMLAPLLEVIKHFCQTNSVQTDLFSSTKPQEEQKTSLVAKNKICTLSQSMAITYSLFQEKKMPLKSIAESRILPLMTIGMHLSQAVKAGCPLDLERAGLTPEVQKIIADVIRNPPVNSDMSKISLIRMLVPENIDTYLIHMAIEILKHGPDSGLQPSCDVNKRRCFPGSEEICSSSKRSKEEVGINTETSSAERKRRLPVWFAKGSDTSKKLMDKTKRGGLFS
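WRN at 20 nM final was preincubated with compound for 15 min at room temperature; reaction started with 100 nM forked duplex oligonucleotide carrying fluorophore and quencher plus 2 mM ATP (final). Unwinding followed kinetically by red fluorescence (ex 525/em 598 nm).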
PLK1 PBD inh: qHTS for Inhibitors of PLK1-PDB (polo-like kinase 1 - polo-box domain): Primary Screen; hit rate 2.8% among 360,000; Serine/threonine-protein kinase PLK1 (Homo sapiens), P53350; AID 720504, 2013; Potency, µM, inactives show max response, negative = inhibition, most hits filed as inhibitors; Plk1 PBD binding of FITC phosphopeptide, fluorescence polarization; further: potency means the concentration at half of the fitted maximal effect; series mostly up to about 57 µM; on the % scale 0 is the no-effect control and ±100 the full control effect; nearly all actives have a fitted effect of over 65% in size
EPAC2 agonist: qHTS for Agonist of cAMP-regulated guanine nucleotide exchange factor 4 (EPAC2): primary screen; AID 720711, 2013; Rap guanine nucleotide exchange factor 4 (Homo sapiens), Q8WZA2; EPAC2 activation, biochemical qHTS; response scale: 100% = 6.5 mM cAMP response; Potency, µM (series often up to 154 µM), for the others: top-dose activation, hits mostly activators; hit rate 0.079% among 360,000; further: potency means the concentration at half of the fitted maximal effect; nearly all actives have a fitted effect of over 50% in size
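Each well held 100 nM EPAC2, 250 nM RAP1B-BODIPY-GDP and 50 uM GDP. Fluorescence, read at 5-min intervals to 30 min, was referenced to a 6.5 mM cAMP positive control.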
IL-2 act: qHTS of IL-2 Activators | IL-2 activation reporter assay, cell-based qHTS; stimulated with anti-CD3/CD4/CD28 beads; in transgenic mouse T cells | activation, % (series mostly up to about 46 µM) | hit rate 0.065% among 360,000 | AID 652025, 2013; in the data active means activation above about 50%; inconclusive means mostly about 30% to 49%; further: 0% is about no effect
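Quantitative HTS in unstimulated transgenic mouse T cells, with memory T cells as non-tolerant control and PMA/ionomycin as tolerance-bypass control. Compound pretreatment lasted 60 minutes before 18 h bead stimulation; EGFP/DsRed fluorescence read.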
CCT chaperon mod: High-Throughput Screening for Modulators of Cytosolic Chaperonin Activity; hit rate 0.3% among 360,000; purified chaperonin ATPase assay, HTRF ADP detection, 30 min; activity change, % (no concentration beside the values), hits read low; in the data active means activity change below about -30%; further: on the % scale 0 is the no-effect control and ±100 the full control effect
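Nucleotide hydrolysis assay: TRiC at 20–40 nM final (set by batch activity) with 10 uM ATP, 30 min at 37 °C, in presence of 76 uM compound. Detection by competitive ADP HTRF, 30 min ambient.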
EPAC1 antag: qHTS for Antagonist of cAMP-regulated guanine nucleotide exchange factor 3 (EPAC1): primary screen | Rap guanine nucleotide exchange factor 3 (Homo sapiens), O95398 | EPAC1 GEF assay, Rap1b-BODIPY-GDP exchange fluorescence | Potency, µM (doses to about 115 µM), for inactives: at the top dose activity change, negative = inhibition, actives largely listed as inhibitors | hit rate 0.14% among 360,000 | AID 720709, 2013;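 further: potency means the concentration at half of the fitted maximal effect; plate controls were vehicle for no effect and positive control for full effect; nearly all actives have a fitted effect of over 50% in size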
EPAC1 ag: qHTS for Agonist of cAMP-regulated guanine nucleotide exchange factor 3 (EPAC1): primary screen | Potency, µM (highest dose often 154 µM), for the others: at the top dose activation, actives largely listed as activators | Rap guanine nucleotide exchange factor 3 (Homo sapiens), O95398 | AID 720707, 2013 | hit rate 0.073% among 360,000 | EPAC1 agonist qHTS, biochemical assay; response scale: 100% = response to 6.5 mM cAMP; further: potency means the concentration at half of the fitted maximal effect; nearly all actives have a fitted effect of over 60% in size
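Nucleotide exchange by EPAC1 (100 nM) on Rap1B–BODIPY-GDP (250 nM) in the presence of 50 uM GDP is tracked fluorescently at 480/540 nm over 30 min. Signals are normalized to a 6.5 mM cAMP control.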
* marks the source's active call; other numbers are inactive results; ? = inconclusive; . = no result given; [ ] = another dose, or the depositor's remark. Unless noted, the call rests on the fitted dose curve; in most records, active means well fitted curve in the direction sought with a large enough effect; inconclusive means small, poorly fitted or top-dose-only effect, or another doubt; inactive means no such curve, though single readings can be large; an effect the other way counts as inactive or inconclusive. Some of the compounds tested; the hit share may differ from the screen's.

no.	molecule	PI5P4Ka inh	WRN helicase inh	PLK1 PBD inh	EPAC2 agonist	IL-2 act	CCT chaperon mod	EPAC1 antag	EPAC1 ag
1	COC(=O)c1ccccc1NC(=O)COC(C)=O	-24	-14%	1%	9%	-0.5	-15	9%	6%
2	COc1ccc(/C=N/NC(=O)c2nc(-c3ccccc3)cc(-c3ccccc3)n2)cc1O	-22	-41%	-9%	-1%	-6.0	2.8	13%	1%
3	Cc1cccc(Nc2nnc(SCC(=O)Nc3ccccc3[N+](=O)[O-])s2)c1C	1	-12%	-5%	-3%	-0.5	0.0	-8%	-4%
4	CN(C)CCCO/N=C(\c1ccccc1)c1ccncc1	-5	-2%[57.1 µM]	3%	-2%	1.9	-0.8	3%	-4%
5	COc1cccc(NC(=S)N/N=C2\CC(C)(C)Oc3ccc(O)cc32)c1	-8	-2%	-9%	28%	-0.4	1.6	-17%	13%
6	CCOC(=O)C(C)Sc1nnc(Cc2cc(=O)[nH]c(=O)[nH]2)n1-c1ccc(OCC)cc1 (centres undefined)	1	-3%	-10%	4%	-3.0	-0.6	9%	-18%
7	O=C(N1CCCCC1)N1CCN(S(=O)(=O)c2ccc(Cl)cc2)CC1	-7	-16%	-29%	5%	1.0	1.4	-14%	1%
8	Cn1c(NC(=O)c2ccc(F)cc2)c(-c2cccs2)c(=O)c2ccccc21	?	?	-9%	14%	-0.4	0.3	-21%	4%
9	CCn1c(=NC(=O)c2cccc(N3C(=O)CCC3=O)c2)sc2c(OC)ccc(OC)c21	-1	-3%	-12%	13%	0.2	-12	-11%	9%
10	CCOC(=O)c1nnn(-c2nonc2N)c1CN(C)Cc1ccccc1	3	-32%[57.1 µM]	-24%	3%	1.2	3.0	-18%	-23%
11	Nc1nc2ccc(Cl)cc2[nH]1	2	4%	0%	7%	-0.4	-1.0	4%	-3%
12	c1ccc2nc(-c3nc4ccccc4o3)ccc2c1	.	?	0%	1%	-1.5	-1.4	9%	0%
13	CCc1ccc(-c2cc(C)no2)cc1S(=O)(=O)Nc1cc(C)on1	1	0%	-13%	-1%	0.2	-2.8	-2%	4%
14	COC(=O)c1c(NC(=O)CN2C(=O)c3ccccc3C2=O)sc(Cc2ccc3c(c2)OCO3)c1C	1	3%	-8%	2%	-1.7	1.1	14%	1%
15	COc1ccc(S(=O)(=O)N2CCN(C(=O)c3cc(C)nc4ccccc34)CC2)cc1OC	-9	7%	-6%	9%	-0.4	1.4	2%	8%
16	Clc1ccc(Cl)c(OCCCCN2CCNCC2)c1	14	9%	3%	-2%	-1.9	1.8	-3%	-7%
17	C[C@H](CO)N1C[C@H](C)[C@@H](CN(C)S(=O)(=O)c2cccc(F)c2)OCc2cnnn2CCCC1=O	-3	9%	1%	3%	0.7	-0.3	3%	0%
18	O=C(CCCn1c(=S)[nH]c2cc3c(cc2c1=O)OCO3)N1CCN(c2ccc(F)cc2)CC1	.	1%	-6%	10%	-4.3	-0.9	5%	1%
19	CC1CCCC(NC(=O)COC(=O)COc2ccc(C#N)cc2)C1C (centres undefined)	10	1%	5%	-8%	-0.4	-1.1	2%	-22%
20	O=C(Nc1ccccc1N1CCOCC1)c1ccccc1[N+](=O)[O-]	0	10%	-2%	-6%	-2.4	-2.1	2%	-10%
21	CC(=O)c1ccc(S(=O)(=O)NCCCC(=O)NCCc2ccccn2)cc1	.	1%	-3%	6%	1.1	0.7	0%	15%
22	COc1cccc(C(=O)OCC(=O)NCCNC(=O)COC(=O)c2cccc(OC)c2OC)c1OC	0	-5%	12%	-1%	-0.5	1.5	3%	-6%
23	Cc1ccc(S(=O)(=O)N2CCN(C(=O)COC(=O)Cc3ccc(F)cc3)CC2)c(C)c1	7	-11%	4%	1%	-3.5	0.4	0%	7%
24	COC(=O)c1ccc(NC(=O)CSc2nnc(CNc3ccc(OC)cc3)n2C)cc1	8	-3%	-10%	-4%	2.0	0.0	-17%	19%
25	CC(=O)N(C)c1ccc(NC(=O)Nc2ccc(Cl)cc2)cc1	4	-3%	4%	-1%	0.4	-2.6	-14%	-3%
26	Cc1cccc(/C(N)=N/OC(=O)c2ccco2)c1	-3	-4%	-3%	0%[15.6 µM]	0.2	-0.3	-10%	10%
27	COc1ccccc1C(=O)NCCC(=O)N1CCCC(C)C1 (centres undefined)	4	8%	-1%	8%	-3.2	-2.1	7%	-10%
28	Cc1cnc(NC(=O)c2ccccn2)s1	-16	0%	1%	6%	0.3	1.5	-2%	1%
29	Cc1ccc(CCNC(=O)c2cccc(NC3=NC4CS(=O)(=O)CC4S3)c2)cc1 (centres undefined)	-2	-4%	-10%	2%	-1.0	-0.7	-5%	-7%
30	O=C(NNS(=O)(=O)c1ccc([N+](=O)[O-])cc1)c1ccc([N+](=O)[O-])cc1	13	-3%[57.1 µM]	-8%	-5%	-0.1	1.2	3%	15%
31	NC(N)=NS(=O)(=O)c1ccc(N/C=C/C(=O)c2ccc(Cl)c(Cl)c2)cc1	-8	-4%	-1%	7%	-1.0	-1.9	-16%	12%
32	Cc1ccccc1NC(=O)c1c(C)nc(SCC(=O)OCc2ccccc2)c(C#N)c1-c1ccc(F)cc1	-6	-32%[57.1 µM]	-6%	-4%	-0.6	0.5	15%	1%

Fetched by structure from the list above:
no.	molecule	PI5P4Ka inh	WRN helicase inh	PLK1 PBD inh	EPAC2 agonist	IL-2 act	CCT chaperon mod	EPAC1 antag	EPAC1 ag
19	CC1CCCC(NC(=O)COC(=O)COc2ccc(C#N)cc2)C1C (centres undefined)	10	1%	5%	-8%	-0.4	-1.1	2%	-22%
31	NC(N)=NS(=O)(=O)c1ccc(N/C=C/C(=O)c2ccc(Cl)c(Cl)c2)cc1	-8	-4%	-1%	7%	-1.0	-1.9	-16%	12%
5	COc1cccc(NC(=S)N/N=C2\CC(C)(C)Oc3ccc(O)cc32)c1	-8	-2%	-9%	28%	-0.4	1.6	-17%	13%

Whole records as entered above:
CC(=O)N(C)c1ccc(NC(=O)Nc2ccc(Cl)cc2)cc1 reads PI5P4Ka inh: 4; WRN helicase inh: -3%; PLK1 PBD inh: 4%; EPAC2 agonist: -1%; IL-2 act: 0.4; CCT chaperon mod: -2.6; EPAC1 antag: -14%; EPAC1 ag: -3%
O=C(NNS(=O)(=O)c1ccc([N+](=O)[O-])cc1)c1ccc([N+](=O)[O-])cc1 reads PI5P4Ka inh: 13; WRN helicase inh: -3%[57.1 µM]; PLK1 PBD inh: -8%; EPAC2 agonist: -5%; IL-2 act: -0.1; CCT chaperon mod: 1.2; EPAC1 antag: 3%; EPAC1 ag: 15%

Later entries
no.	molecule	PI5P4Ka inh	WRN helicase inh	PLK1 PBD inh	EPAC2 agonist	IL-2 act	CCT chaperon mod	EPAC1 antag	EPAC1 ag
33	CCN1CCN(S(=O)(=O)c2ccc(Cl)c(C(=O)Nc3ccccc3N3CCCCC3)c2)CC1	19	-9%	0%	7%	-4.9	2.1	-8%	2%
34	O=C(CSc1nnc(Nc2ccccc2)s1)NCc1cccs1	0	?	-7%	12%	-1.6	-3.4	7%	12%
35	Cc1ccc(NC(=O)CNCCCN2CCOCC2)cc1S(=O)(=O)N1CCCCC1	1	0%	-3%	14%	-1.3	-4.9	-4%	0%
36	CCOc1ccc(NC(=O)CN(C)C(=O)c2c(C)nn(-c3ccccc3)c2Cl)cc1OCC	-5	-1%	-5%	1%	0.4	-1.1	10%	0%
37	Cc1cc(NC(=O)Cc2cccs2)no1	.	?	?	7%	1.5	-2.9	?	5%
38	CC(=O)c1ccc(N2CCN(S(=O)(=O)c3ccccc3)CC2)c(F)c1	-6	6%	-24%	-2%	1.4	2.1	11%	1%
39	CSc1ccc(CCNC(=O)c2nn(C)c3c2CS(=O)(=O)c2ccccc2-3)cc1	2	-2%	-3%	5%	0.0	-0.4	-10%	2%
40	CC(=O)COc1cc(C)cc2oc(=O)c(C)c(C)c12	-7	8%	-8%	3%	0.8	-4.5	23%	1%
41	CN1C(=O)NC(c2ccccc2)C2=C1CN(c1cccc(C(F)(F)F)c1)C2=O (centres undefined)	5	-7%	?	5%	-1.2	-2.3	-11%	8%
42	O=C(NCCN1CCNC1=O)c1ccc2sc([C@H]3C[C@H](O)[C@@H](CO)O3)nc2c1	-4	-2%	-2%	3%	-0.3	0.1	-21%	-14%
43	CCC(=O)c1ccc(N2CCN(C(=O)c3ccc(Br)cc3)CC2)c(F)c1	.	-12%	-3%	19%	-0.9	2.3	6%	7%
44	COc1c(C(=O)NNC(=O)c2ccccc2Cl)csc1Br	-6	-14%	6%	0%	1.4	-0.8	-6%	13%
45	O=C(c1cccc(S(=O)(=O)N2CCN(c3ccccc3)CC2)c1)N1CCCC(C(F)(F)F)C1 (centres undefined)	0	2%	0%	0%	-3.8	-0.2	-1%	-4%
46	CCNC(=O)C1(C)CCN(Cc2cccc(C(F)(F)F)c2)C1 (centres undefined)	-11	0%	-13%	0%	0.3	0.3	22%	-8%
47	c1cncc(-c2nc(-c3ccc4c(c3)OCCO4)cs2)c1	-3	4%	1%	17%	-0.1	-1.9	-15%	0%
48	CSc1nc(O)c(C2OC(=O)c3ccccc32)c(=O)[nH]1 (centres undefined)	-10	-6%	-5%	8%	2.3	0.1	-4%	0%
49	CC(C)(C)OC(=O)[C@H](Cc1ccccc1)NC(=O)c1[nH]cnc1C(=O)N[C@@H](Cc1ccccc1)C(=O)OCc1ccccc1	13	-10%	0%	9%	-0.4	0.4	-17%	-26%
50	COc1ccc(OCCN(C)CC(=O)Nc2ccccc2SC)cc1	-1	-5%	1%	-2%	-0.4	1.6	-3%	-7%
51	CC1(C)Cc2ccccc2C(=C(C#N)C#N)N1	-4	-5%	-9%	-4%	-0.1	-0.2	9%	9%
52	COc1cc2c(cc1OC)C(c1ccsc1)CC(=O)N2 (centres undefined)	-1	-4%	2%	-6%	-0.4	-0.7	-1%	1%
